Source: PubChem (National Center for Advancing Translational Sciences (NCATS))
Sm TGR inh: inhibitors of Schistosoma mansoni thioredoxin glutathione reductase; purified TGR, DTNB reduction, TNB absorbance 405 nm; Potency, µM (series often up to 114 µM), without a hit: at the highest dose activity change, negative = inhibition, hits mostly inhibitors; AID 485364; hit rate 3% among 360,000; Q962Y6; further: potency means the concentration at half of the fitted maximal effect; nearly all actives have a fitted effect of over 60% in size
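First, TGR (20 nM dispensed) and NADPH were mixed with compound. Second, a 15 min room-temperature incubation followed. Third, further NADPH and then DTNB were added to start the reaction. Finally, TNB absorbance was monitored kinetically.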
AmpC detergent: AmpC beta-lactamase inhibition with detergent present | P00811 | AmpC hydrolysis of nitrocefin, absorbance 480 nm, 0.01% Triton | Potency, µM (top dose mostly 114 µM), without a hit: at the top dose activity change, negative = inhibition, actives largely listed as inhibitors | hit rate 0.041% among 370,000 | AID 485294;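 further: potency means the concentration at half of the fitted maximal effect; 0% = no-compound wells and -100% = no-enzyme wells; nearly all actives have a fitted effect of over 25% in size; some results filed as inactive show a strong effect at the top dose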
Target sequence (P00811 whole entry, looked up): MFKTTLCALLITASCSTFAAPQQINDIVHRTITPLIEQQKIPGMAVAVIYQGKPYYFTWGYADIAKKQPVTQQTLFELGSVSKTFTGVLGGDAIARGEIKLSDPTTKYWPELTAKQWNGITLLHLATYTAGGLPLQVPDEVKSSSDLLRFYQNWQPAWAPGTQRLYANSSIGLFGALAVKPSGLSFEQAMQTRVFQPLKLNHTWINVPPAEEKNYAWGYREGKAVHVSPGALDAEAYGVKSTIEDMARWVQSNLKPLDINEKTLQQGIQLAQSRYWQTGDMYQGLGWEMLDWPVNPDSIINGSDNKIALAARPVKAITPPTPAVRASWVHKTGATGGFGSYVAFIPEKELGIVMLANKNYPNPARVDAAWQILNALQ
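20 mM phosphate pH 7.0 + 0.01% (detergent screen) or 0.0001% Triton X-100; 5.3 nM AmpC reagent; cpd preinc 15 min RT; nitrocefin (800 uM stock) to start; A480 q20 s × 4 min; Activity was normalised to no-enzyme and no-compound control wells.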
AMA1 RON2 block: inhibitors of Plasmodium falciparum AMA1-RON2 interaction; AlphaScreen AMA1-biotinylated RON2 peptide binding; Potency, µM (top dose mostly 58.2 µM), without a hit: top-dose activity change, negative = inhibition, most hits filed as inhibitors; hit rate 0.2% among 360,000;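 further: potency means the concentration at half of the fitted maximal effect; 0% = vehicle wells and -100% = peptide control; nearly all actives have a fitted effect of over 45% in size; some results filed as inactive show a strong effect at the top dose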
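AMA1 (3D7) with his tag at 25 nM final met compounds first, then biotinylated RON2 peptide at 25 nM; detection used donor plus acceptor beads, 10 µg/mL apiece, read by AlphaScreen after 30 min at room temperature.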
HCMV inh: inhibitors of human cytomegalovirus | HFF cells, HCMV-luciferase reporter, 72 h; hits give low values | activity change, negative = inhibition, % at 57.5 µM | hit rate 4.5% among 410,000; in the data active means activity change below about -60%; inconclusive means no clear call, values can overlap the other calls; inactive means above about -39%
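Two compound doses tested in HFFs infected with HCMV-luciferase, MOI 1 PFU/cell, 72 h at 37C. Lysate luminescence read with OneGlo; data normalized against buffer-only and 10uM Salinomycin inhibitor controls.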
Tb PYK inh: blocks Trypanosoma brucei pyruvate kinase; TbPYK enzyme, Kinase-Glo Plus ATP luminescence, 45 min; hit rate 0.12% among 410,000; AID 624173; Potency, µM (titrated, usually from 76.8 µM), inactives show top-dose activity, negative = inhibition, actives largely listed as inhibitors; further: potency means the concentration at half of the fitted maximal effect; nearly all actives have a fitted effect of over 50% in size
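Screened from lowest to highest concentration, compounds were pinned into TbPYK/substrate mixtures, and ADP (130 uM final) was added. Plates sat at room temperature for 45 min prior to Kinase-Glo Plus detection by luminescence.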
AmpC inh no detg: AmpC beta-lactamase inhibition without detergent; AmpC nitrocefin hydrolysis, absorbance 480 nm, 0.0001% Triton; Potency, µM (series often up to 57.1 µM), for the others: at the top dose activity change, negative = inhibition, most hits filed as inhibitors; hit rate 0.52% among 330,000; AID 485341;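 further: potency means the concentration at half of the fitted maximal effect; plate controls were no compound for no effect and no enzyme for full effect; nearly all actives have a fitted effect of over 20% in size; some results filed as inactive show a strong effect at the top dose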
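AmpC (5.3 nM in the dispensed reagent) in 20 mM phosphate pH 7.0 with 0.01% (detergent screen) or 0.0001% Triton X-100 was preincubated with compounds for 15 min at room temperature. Nitrocefin was then added from an 800 uM solution, and hydrolysis was followed at 480 nm.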
LmPK inh: inhibitors of Leishmania mexicana pyruvate kinase. purified LmPK, Kinase-Glo ATP luminescence, 1 h. Potency, µM (titrated, usually from 57.5 µM), inactives show at the highest dose activity change, negative = inhibition, actives largely listed as inhibitors. hit rate 0.37% among 290,000. AID 1721; further: potency means the concentration at half of the fitted maximal effect
Target sequence (Q27686 whole entry, looked up): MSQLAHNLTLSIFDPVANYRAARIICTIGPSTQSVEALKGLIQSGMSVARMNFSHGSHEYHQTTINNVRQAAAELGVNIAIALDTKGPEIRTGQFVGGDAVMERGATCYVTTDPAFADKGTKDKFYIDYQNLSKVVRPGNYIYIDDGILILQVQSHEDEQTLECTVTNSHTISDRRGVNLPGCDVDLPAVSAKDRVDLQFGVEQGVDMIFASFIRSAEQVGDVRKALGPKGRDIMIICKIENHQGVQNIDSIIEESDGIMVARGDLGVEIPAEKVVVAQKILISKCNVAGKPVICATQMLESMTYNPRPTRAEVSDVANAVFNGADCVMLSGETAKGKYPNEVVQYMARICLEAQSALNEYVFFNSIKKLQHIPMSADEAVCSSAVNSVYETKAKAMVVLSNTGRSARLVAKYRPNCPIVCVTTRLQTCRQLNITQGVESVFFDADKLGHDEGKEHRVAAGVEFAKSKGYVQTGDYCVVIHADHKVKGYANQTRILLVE
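0.1 nM LmPK, 0.5 mM PEP, 0.1 mM ADP; 50 mM imidazole pH 7.2, 7 mM MgCl2, 50 mM KCl; 1 h RT. Kinase-Glo luminescence readout, normalized to no-enzyme (full inhibition) and uninhibited wells.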
Numbers without * were called inactive; ? = inconclusive; · = not tested or not shown; & = joins results of further samples; ! = a repeat was not active; [ ] = remark or other dose. Unless noted, the call rests on the fitted dose curve; in most records, active means well fitted curve in the direction sought with a large enough effect; inconclusive means small, poorly fitted or top-dose-only effect, or another doubt; inactive means no such curve, though single readings can be large; an effect the other way counts as inactive or inconclusive. Unless noted, on the % scale 0 is the no-effect control and ±100 the full control effect.

Value order – Sm TGR inh	AmpC detergent	AMA1 RON2 block	HCMV inh	Tb PYK inh	AmpC inh no detg	LmPK inh
- CCOc1ccccc1N1CCN(C(=O)c2ccc(-c3ccc(OC(C)=O)cc3)cc2)CC1
  2%	-7%	-11%	8	0%	88%[activator]	-10%
- CN(C)c1nc(-c2ccccc2)nc(-c2ccc(Cl)cc2)c1C#N
  -7%	-6%	2%	-25	?	-21%	-3%
- COC(=O)c1c(C)[nH]c(C(=O)OCC(=O)NCC(C)C)c1C
  -9%	-15%	-2%	-23	-5%	-3%	2%
- CCc1ccc(S(=O)(=O)N(C(=O)c2ccncc2)c2ccc3oc(C)c(C(=O)OC)c3c2)cc1
  1%	-4%	·	-64*	1%	·	·
- COc1cccc(NS(=O)(=O)c2ccc3[nH]cc(C(=O)N4CCCCCC4)c(=O)c3c2)c1
  7%	9%	·	-17	5%	·	·
- COc1ccc(-c2onc(C)c2C)cc1S(=O)(=O)NC1CCC(C)CC1 (stereo not given)
  -1%	1%	·	-3	0%	·	·
- Cc1ccc(F)cc1NC(=O)C1CC(=O)N(Cc2ccccc2)C1 (stereo not given)
  ·	·	-3%	11	-10%	·	·
- CCOC(=O)c1ccccc1NC(=O)c1c(O)c2ccccc2n(CC)c1=O
  0%	-2%	6%	-29	-15%	-16%	5%
- Cc1c(OC(C)C(=O)N2C[C@H]3C[C@@H](C2)c2cccc(=O)n2C3)ccc2c3c(c(=O)oc12)CCCC3 (stereo not given in full)
  1%	?	3%	-31	-4%	34%	0%
- CCOC(=O)[C@]12CCC=C1N(CCC1=CCCCC1)C(=O)[C@H](CC(=O)NCCC(C)C)C2
  ·	·	-4%	7	-2%	·	·
- CC(C)C[C@@H]1CN=C(N)N1C[C@@H]1CCCN1C[C@@H](C(C)C)N1C[C@@H](Cc2ccccc2)N(CCCC2CCCC2)C1=N
  ·	·	0%	-18	3%	1%	·
- CCN1CCC2(CCN(C(=O)c3cc(COc4cc(C)ccc4C)on3)C2)C1 (stereo not given)
  -25%	0%	-7%	?	2%	96%[activator]	1%
- COc1ccc(CCNC(=O)c2ccc(N3CCCC3=O)cc2)cc1OC
  3%	-3%	3%	22	-2%	-15%	0%
- Cc1cc(C)nc(N2CCC(C(=O)NNC(=O)Cc3ccccc3)CC2)n1
  -1%	-2%	89%[activator]	-7	4%	-7%	8%
- CCn1ccc2cc(S(=O)(=O)N3CCC(C(=O)NCc4ccc(OC(C)C)cc4)CC3)ccc21
  -10%	0%	·	-3	-1%	·	·
- COc1ccc(-c2cc(Nc3ccccc3NC(=O)C(F)(F)F)n(CCC#N)n2)cc1
  -1%	-9%	7%	-11	-5%	21%	4%
- CC(C)(C)OC(=O)N1CCC(c2c(C(=O)N3CCN(c4ncccn4)CC3)cnn2-c2ccc(F)cc2F)CC1
  -10%	3%	·	0	-1%[15.4 µM]	·	·
- COCCN(C(=O)COC(=O)COc1ccc(Cl)c(C)c1)c1c(N)n(Cc2ccccc2)c(=O)[nH]c1=O
  0%	-1%	23%	-40	5%	175%[activator]	-4%
- CCOc1cc(S(=O)(=O)n2cnc(C)c2)ccc1Cl
  ·	6%	14%	?	1%	17%	1%
- CC(C)Oc1ccc(C(=O)N(Cc2ccc(N(C)C)cc2)C2CCS(=O)(=O)C2)cc1 (stereo not given)
  -4%	20%	·	6	4%	·	·
- O=C(O)CCC(=O)Nc1ccc(-c2csc(Nc3cccc4ccccc34)n2)cc1
  -1%	-1%	-3%	1	1%	-23%	·
- O=c1c2[nH]c3ccccc3c2ncn1Cc1ccccn1
  0%	?	7%	18	-15%	-16%	6%
- Cc1ccccc1C(=O)Nc1ccc2oc(-c3ccc(Cl)c(Cl)c3)nc2c1
  2%	16%	·	10	-3%	·	·
- COC(=O)c1cn(-c2ccc(F)cc2)c(=O)c2ccccc12
  -8%	-4%	10%	?	-7%	-15%	1%
- CC(NC(=O)CC1CCCCC1)c1ccccc1 (stereo not given)
  3%	-7%	-17%	-6	-5%	14%	-2%
- COc1cccc(NC(=O)CN2CCC(NC(=O)c3ccccc3C)CC2)c1
  ·	·	12%	27	-4%	·	·
- C[C@H](CO)N1C[C@H](C)[C@H](CN(C)C(=O)C2CC2)OCc2cnnn2CCCC1=O
  ·	·	-2%	14	-9%	·	·
- O=C(Nc1ccnn1C1CCN(C/C=C/c2ccccc2)CC1)C1CCCC1
  -6%	2%	0%	?	7%	61%[activator]	-2%
- C=CCNC(=O)c1c(N)n(-c2ccc3c(c2)OCO3)c2nc3ccccc3nc12
  -1%	?	-19%	11	9%	-19%	-3%
- O=C(NNC(=S)NC(=O)c1ccc(Br)cc1)c1ccc([N+](=O)[O-])cc1
  100µM*	?	105%[activator]	62	-10%	-56%	15%

An excerpt of these results, field by field:
CCOc1cc(S(=O)(=O)n2cnc(C)c2)ccc1Cl
  Sm TGR inh: ·
  AmpC detergent: 6%
  AMA1 RON2 block: 14%
  HCMV inh: ?
  Tb PYK inh: 1%
  AmpC inh no detg: 17%
  LmPK inh: 1%

CC(C)C[C@@H]1CN=C(N)N1C[C@@H]1CCCN1C[C@@H](C(C)C)N1C[C@@H](Cc2ccccc2)N(CCCC2CCCC2)C1=N
  Sm TGR inh: ·
  AmpC detergent: ·
  AMA1 RON2 block: 0%
  HCMV inh: -18
  Tb PYK inh: 3%
  AmpC inh no detg: 1%
  LmPK inh: ·

O=C(Nc1ccnn1C1CCN(C/C=C/c2ccccc2)CC1)C1CCCC1
  Sm TGR inh: -6%
  AmpC detergent: 2%
  AMA1 RON2 block: 0%
  HCMV inh: ?
  Tb PYK inh: 7%
  AmpC inh no detg: 61%[activator]
  LmPK inh: -2%

New compounds follow
Value order – Sm TGR inh	AmpC detergent	AMA1 RON2 block	HCMV inh	Tb PYK inh	AmpC inh no detg	LmPK inh
- COP(=O)(OC)c1nc(-c2cccc3ccccc23)oc1N1CCOCC1
  -12%	-13%	-13%	15	2%	139%[activator]	6%
- Cc1cc(C(=O)NCCc2ccccc2)ccc1[N+](=O)[O-]
  -21%	0%	-3%	31	0%	-17%	10%
- COc1ccccc1CNC(=O)Cn1nc(C)c2nn(-c3ccc(Cl)cc3)c(C)c2c1=O
  5%	-3%	·	?	4%	·	·
- Cc1ccc(C)c(NS(=O)(=O)c2cc(C(=O)NCc3ccccn3)ccc2Cl)c1
  -24%	-3%	-19%	24	-11%	-17%	-1%
- COc1ccc(OC)c(NC(=O)C2CCN(S(=O)(=O)c3ccc4c(c3)CC(C)N4C(C)=O)CC2)c1 (stereo not given)
  0%&4%	-7%&14%	-10%	-86*!	5%&-5%	119%[activator]	-2%
- Cc1cccc(C)c1NC(=O)CNC(=O)COC(=O)c1ccc(Cl)s1
  ·	·	9%	-26	-2%	-11%	·
- CCCCn1c(=O)c(CCC(=O)OCC(=O)NC(=O)NCCOC)nc2ccccc21
  -6%	0%	7%	-8	-3%	31%	-12%
- COc1cc2c(=O)nc3n(c2cc1OC)C(c1ccccc1)N=C(N)N3 (stereo not given)
  -10%	-3%	·	·	·	-21%	2%
- O=C(N/C(=C\c1ccc(Br)cc1)C(=O)N1CCOCC1)c1ccc(Br)o1
  1%	2%	6%	2	3%	69%[activator]	1%
- COc1ccc2cc(Br)ccc2c1CC(=O)NCCCN1CCOCC1
  ·	·	-5%	-19	-8%	·	·
- COc1ccc(-n2ccnc2SCC(=O)NCc2ccc(F)cc2)c(OC)c1
  11%	4%	24%	?	-6%	30%	2%
- Cc1ccccc1NC(=O)CN1C(=O)NC(C)(c2ccc3c(c2)OCO3)C1=O (stereo not given)
  -1%	-1%	3%	0	-7%	-13%	-5%
- COc1ccc(CCNC(=O)c2csc3c2CCCC3)cc1
  5%	-4%	-11%	-20	0%	-25%	12%
- CCC(C(=O)NC1CCCC1)N(C(=O)c1snc(C(N)=O)c1N)c1ccc2c(c1)OCCO2 (stereo not given)
  -20%	-12%	-2%	-1	2%	-5%	0%
- COc1cc(C(=O)Nc2ccc(C(F)(F)F)cc2)ccc1OCC(=O)N1CCOCC1
  5%	-17%	-12%	-5	-6%	101%[activator]	·
- COc1cccc(C2CC(=O)Nc3c2c(=O)[nH]c2nc4ccccc4n32)c1 (stereo not given)
  0%	0%	·	28	5%	·	·
- CC1(C)C2([N+](=O)[O-])CN3CC1([N+](=O)[O-])CN(C2)C3c1ccccc1 (stereo not given)
  -13%	-15%	6%	0	1%	-28%	3%
- CC1CN(CCC(=O)Nc2ccc3c(c2)CCC3)CC(C)O1 (stereo not given)
  -23%	?	2%	-25	-13%	-1%	2%
- Cc1ccc(-c2ccc(SCC(=O)c3ccccc3)nn2)cc1
  -2%	?	26%	-27	-15%	-43%	2%
- CCCCOC(=O)c1ccc(NC(=O)Nc2ccc(OC)c(OC)c2)cc1
  -4%	-8%	-5%	19	4%	2%	5%
- COCCCNC(=S)NNC(=S)Nc1ccc(OC)cc1
  26%	-5%	21%	-37	-7%	-11%	6%
- Cc1scc(C(=O)NNC(=S)NCC2CCCO2)c1C (stereo not given)
  1%	-1%	125%[activator]	4	-8%	-10%	4%
- O=C(Nn1cnc2ccccc2c1=O)c1c(F)cccc1F
  6%	-2%	0%	0	4%	-14%	-4%
- CCOC(=O)C1(C)CCN1C(=O)c1ccco1 (stereo not given)
  ·	·	9%	8	1%	·	·
- O=C(COC(=O)c1cncc(Br)c1)NC1CC1
  -2%	1%	7%	49	-3%	-18%	0%
- CC1CCc2c(sc(/N=C/N(C)C)c2C#N)C1 (stereo not given)
  -6%	-9%	-3%	-3	1%	16%	8%
- O=C(Nc1ccc(C(=O)NCc2ccccc2)cc1)C1=CSCCO1
  -7%	0%	-4%	23	-2%	-19%	-1%
- O=C(N/N=C/c1sc(N2CCOCC2)nc1-c1ccccc1)c1cccc(S(=O)(=O)N2CCOCC2)c1
  -8%	4%	25%	-100*	0%	106%[activator]	1%
- NC(=S)n1[nH]c(-c2ccc([N+](=O)[O-])cc2)c(N=Nc2ccc(O)cc2)c1=O
  0%	-17%	-3%	-36	-11%	-28%	-1%
- Cc1ccc(C)c2[nH]c(=O)c(CN(CC3CCCO3)C(=O)NC3CCCCC3)cc12 (stereo not given)
  8%	3%	1%	12	4%	-1%	5%
- Cc1ccc(N=C2c3ccccc3C(=O)C2[N+](=O)[O-])cc1C (stereo not given)
  -12%	7%	-3%	60	-7%	-11%	-12%
- C/C(=N/NC(=O)C1COc2ccccc2O1)c1ccco1 (stereo not given)
  6%	7%	47%[activator]	-11	-10%	-6%	4%
- CCn1c(=O)c2cc(C(=O)N3CCCC3)sc2c2ccccc21
  30%	6%	·	·	·	-23%	-4%
